LMNA splice mod – modulators of lamin A splicing. HeLa LMNA splicing GFP/RFP minigene ratio, 48 h. Potency, µM (series often up to 46.1 µM), without a hit: at the top dose ratio change, negative = inhibition, usual class: inhibitors. 0.01% of 200,000 active; active = well fitted inhibition curve with a large enough effect in the signal ratio, with a control signal flat, not every such curve was filed as active; inconclusive = small, poorly fitted or top-dose-only effect, or effect the other way, or a change in a side signal; the % refers to the signal ratio; also: % is scaled to controls: 0 for no effect and ±100 for the full control effect
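S3 HeLa stable clones carrying a lamin A-EGFP splicing minigene plus DsRed2 were seeded at 600 cells/well in Opti-MEM with 2% FBS, pin-dosed and incubated 48 h at 37°C. Acumen cytometry (488 nm) gave the GFP/RFP total-intensity ratio.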
ALDH1A1 inh – inhibitors of human aldehyde dehydrogenase 1A1; Purified ALDH1A1, NADH fluorescence, propionaldehyde substrate; 7.3% of 220,000 active; AID 1030; Potency, µM (doses to about 75.3 µM), without a hit: at the highest dose activity, negative = inhibition, actives largely listed as inhibitors; active = well fitted inhibition curve with a large enough effect, not every such curve was filed as active; inconclusive = small, poorly fitted or top-dose-only effect, or another doubt; inactive = no such curve, though single readings can be large or run the other way;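 also: plate controls were no enzyme wells and a reference inhibitor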
Target sequence (P00352 whole entry, looked up): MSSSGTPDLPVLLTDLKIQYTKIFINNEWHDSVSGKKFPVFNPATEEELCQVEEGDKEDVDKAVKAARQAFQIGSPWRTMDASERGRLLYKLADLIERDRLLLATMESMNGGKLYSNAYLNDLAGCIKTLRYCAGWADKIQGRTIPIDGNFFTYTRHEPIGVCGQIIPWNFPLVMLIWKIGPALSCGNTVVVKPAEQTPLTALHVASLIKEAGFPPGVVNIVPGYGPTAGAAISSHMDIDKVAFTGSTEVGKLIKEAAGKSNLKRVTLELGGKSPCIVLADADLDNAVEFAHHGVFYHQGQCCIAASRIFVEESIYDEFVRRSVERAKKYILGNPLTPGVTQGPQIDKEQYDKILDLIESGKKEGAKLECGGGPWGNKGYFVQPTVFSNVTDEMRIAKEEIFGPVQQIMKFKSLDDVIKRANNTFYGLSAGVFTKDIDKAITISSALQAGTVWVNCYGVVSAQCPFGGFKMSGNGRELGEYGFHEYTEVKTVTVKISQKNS
TR SRC2 fluor cs – counter-screen for TRb-SRC2 inhibitors: fluorescence interference | TRb/SRC2 Texas Red total fluorescence interference | Potency, µM (doses to about 106 µM), for the others: at the highest dose fluorescence change, negative = quenching | 0.29% of 280,000 active; active = well fitted curve in either direction with a large enough effect; inconclusive = small, poorly fitted or top-dose-only effect; also: % is scaled to controls: 0 for no effect and ±100 for the full control effect
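Human TRb ligand-binding domain at 0.6 uM with 20 nM Texas Red SRC2 peptide in Tris buffer containing 1 uM T3 and 5% DMSO, incubated with compound 5 h at ambient temperature. Total fluorescence (555/632 nm) calculated as parallel + 2 × perpendicular.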
GoLoco inh red – blocks human Gai1 binding to RGS12 GoLoco peptide, red readout. P63096. Potency, µM (series often up to 61.6 µM), inactives show top-dose activity, negative = inhibition, most hits filed as inhibitors. Gai1:RGS12 GoLoco peptide FP, rhodamine, 10 min. 0.44% of 230,000 active; active = well fitted inhibition curve with a large enough effect, not every such curve was filed as active; inactive = no such curve, though single readings can be large or run the other way; also: % is scaled to controls: 0 for no effect and ±100 for the full control effect; nearly all actives have a fitted effect of over 30% in size; many of its hits are not listed in these tables
Target sequence (P63096 whole entry, looked up): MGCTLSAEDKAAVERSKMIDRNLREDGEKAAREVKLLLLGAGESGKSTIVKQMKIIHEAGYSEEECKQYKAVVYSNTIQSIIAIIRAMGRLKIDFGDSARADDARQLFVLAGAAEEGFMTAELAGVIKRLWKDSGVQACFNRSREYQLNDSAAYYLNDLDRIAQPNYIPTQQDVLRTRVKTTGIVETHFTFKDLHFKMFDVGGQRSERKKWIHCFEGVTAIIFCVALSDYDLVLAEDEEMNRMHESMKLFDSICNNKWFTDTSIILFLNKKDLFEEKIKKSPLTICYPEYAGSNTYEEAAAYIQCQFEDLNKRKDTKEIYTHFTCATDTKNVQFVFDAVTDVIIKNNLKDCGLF
RECQ1 inh – RECQ1 (human) helicase inhibition; P46063; RECQ1 DNA unwinding, red fluorescence kinetic read; Potency, µM (doses to about 57.3 µM), inactives show top-dose activity, negative = inhibition, usual class: inhibitors; 0.54% of 240,000 active; AID 2549;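 also: plate controls were vehicle for no effect and no enzyme for full effect; nearly all actives have a fitted effect of over 30% in size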
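50 nM RECQ1T1 preincubated 15 min with compound in Tris pH 8.0 buffer with MgCl2, DTT, Tween-20 and 2.5 ug/ml poly(dI-dC); started with 200 nM TAMRA/BHQ-2 forked duplex and 2 mM ATP. Unwinding read as fluorescence (525/598 nm), two reads 2 h apart.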
SMN2 splice up – SMN2 splice variant enhancement | HEK293 SMN2-luciferase splicing reporter, luminescence, 30-36 h | Potency, µM (titrated, usually from 46.1 µM), for the others: at the top dose activity change, positive = activation, actives largely listed as activators | 2.8% of 210,000 active | AID 1458; also: % of control where 0% means no effect; nearly all actives have a fitted effect of over 55% in size
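HEK293 cells carry an SMN2 […]–luciferase reporter in which exon 7 inclusion puts luciferase in frame. Cells were plated 10-12 h before compound addition, then incubated 30-36 h at 37C. ONE-Glo luminescence was read; sodium butyrate at 4.5 mM final served as control.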
KDM4E inh – blocks human JMJD2E demethylase activity | B2RXH2 | JMJD2E catalytic domain, FDH-coupled NADH fluorescence (FDH is formaldehyde dehydrogenase) | Potency, µM (highest dose often 57.1 µM), for inactives: at the highest dose activity change, negative = inhibition, usual class: inhibitors | 1.6% of 230,000 active | AID 2147; active = well fitted inhibition curve with a large enough effect, not every such curve was filed as active; inconclusive = small, poorly fitted or top-dose-only effect, or another doubt; inactive = no such curve, though single readings can be large or run the other way;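 also: 0% = wells with enzyme and -100% = buffer wells without enzyme; nearly all actives have a fitted effect of over 50% in size; many of its hits are not listed in these tables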
TRb SRC2 PPI – inhibitors of human thyroid hormone receptor beta-SRC2 interaction; AID 1469; TRbeta-SRC2 peptide binding, fluorescence polarization; receptor liganded with 1 µM T3; Potency, µM (titrated, usually from 106 µM), without a hit: at the highest dose activity change, negative = inhibition, hits mostly inhibitors; P10828; 0.065% of 280,000 active;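 also: plate controls were bound peptide for no effect and peptide without receptor for full effect; nearly all actives have a fitted effect of over 50% in size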
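Human TRb LBD (0.6 uM) plus Texas Red-labeled SRC2 peptide (20 nM), 1uM T3, 5% DMSO, 5 hr at ambient temperature. Decreased polarization (555/632 nm) flags inhibition; data normalized to free and bound peptide controls.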
Active calls of the source: *; i = inactive; ? = inconclusive; · = no result given; & = joins results of further samples; [ ] = remark or other dose. Unless noted, calls follow the shape of the dose curve; as a rule, active = well fitted curve in the direction sought with a large enough effect; inconclusive = small, poorly fitted or top-dose-only effect, or another doubt; inactive = no such curve, though single readings can be large; an effect the other way counts as inactive or inconclusive. Potency is read from the fitted curve at half-maximal effect. These rows are one share of the data (hit frequency here may not be typical).

SMILES	LMNA splice mod	ALDH1A1 inh	TR SRC2 fluor cs	GoLoco inh red	RECQ1 inh	SMN2 splice up	KDM4E inh	TRb SRC2 PPI
CCC(Sc1nc2cc(OC)c(OC)cc2c(=O)n1CCc1ccc(S(N)(=O)=O)cc1)C(=O)NCCOC (stereo not drawn)	·	4%	-1%	3%	-1%	-3%	8%	13%
COc1ccccc1NC(=O)N1CCCC1C(=O)Nc1ccc(NC(C)=O)cc1 (stereo not drawn)	5%	-1%	0%	3%	-7%	-4%	1%	-3%
CCOC(=O)c1c(C)c(C(=O)NCCCOC)c(C)n1C	-1%	1%	0%	8%	-10%	4%	5%	0%
O=C(NNc1ccccc1Cl)C(O)(c1cccc(C(F)(F)F)c1)c1cccc(C(F)(F)F)c1	?	?	1%	-16%	-10%	-70%[inhibitor]	-11%	3%
CC1=NN(C(=O)Cc2ccccc2)C(O)(c2ccccc2)C1 (stereo not drawn)	·	-24%	-1%	-17%	8%	-23%	-3%	13%
COc1ccc(N(CC(=O)Nc2ccc(F)c(Cl)c2)S(=O)(=O)c2c(C)noc2C)cc1	?	5%	0%	6%	-9%	-23%	-6%	0%
Cc1noc(C)c1S(=O)(=O)N(CC(=O)NCc1ccc2c(c1)OCO2)c1ccc(C(C)C)cc1	21%	?	-3%	15%	-2%	2%	-3%	-8%
CCCCSc1n[nH]c(N)n1	9%	-1%	0%	10%	-4%	-27%	16%	-1%
CCN=C(NCC)SC1CC(=O)N(c2cccc(OCC)c2)C1=O (stereo not drawn)	10%	14%	0%	2%	-6%	-10%	-7%	5%
COc1ccc(NC(=O)C2CC(=O)N(Cc3ccc(C)cc3)C2)cc1S(=O)(=O)N1CCCCC1 (stereo not drawn)	?	-15%	1%	6%	-5%	-26%	-2%	4%
CC(C)NS(=O)(=O)c1ccc(OCC(=O)Nc2ccccc2F)cc1	-10%	19%	-4%	4%	-8%	2%	-2%	-2%
CCOC(=O)CNC(=O)CNC(=O)c1ccc(OC(C)C)cc1	·	·	-3%	0%	-8%	·	2%	3%
Cn1ccs/c1=N\S(=O)(=O)c1ccc(Br)cc1	-2%	8%	1%	-15%	-11%	11%	4%	0%
CCOC(=O)Cn1c(=S)[nH]c2c(oc3ccc(Cl)cc32)c1=O	4%	?	-3%	-17%	12%	?	1%	2%
Cc1cc(C)c(N(CC(=O)NC(C)(C)C)C(=O)CNC(=O)c2cccs2)c(C)c1	2%[46 µM]	-8%	1%	-3%	16%	-2%	3%	-4%
Cc1c(CC(C)(C)C(=O)O)n(Cc2ccc(Cl)cc2)c2ccc(F)cc12	·	-3%	-2%	4%	-11%	·	?	-3%
C=CCNC(=S)NNC(=O)C(CCC(C)C)CC(C)O (stereo not drawn)	4%	1%	-3%	3%	-10%	-6%	7%	-7%
Cc1ccc(NC(=O)CSc2nnc(-c3ccncc3)n2C)cc1S(=O)(=O)N1CCOCC1	-7%[46 µM]	15%	0%	10%	i	9%	5%	1%
CC1CCN(c2ncccc2C(=O)O)CC1	5%	10%	-1%	·	-5%	·	-1%	-5%
Cc1ccc(C(C#N)c2ccc(Cl)nn2)cc1 (stereo not drawn)	-5%[46 µM]	8.9µM*	-2%	6%	-4%	-9%	4%	-1%
Cc1ccc(N2CC(C(=O)OCC(=O)C(C)(C)C)CC2=O)cc1C (stereo not drawn)	8%	4%	0%	5%	-5%	2%	3%	-2%
CCCCCCN1C=CC(=C/C=C(\C#N)C(=O)OCC)C=C1	?	-7%	12%	11%	-8%	-7%	10%	-19%
NC(=O)Cn1c2[n+](c3ccccc31)CC(O)CS2 (stereo not drawn)	5%	11µM*	1%	6%	i	5%	1%	-13%
COc1ccc2nc(NC(=O)c3ccc(-c4cccc([N+](=O)[O-])c4)o3)sc2c1	-8%	1%	-2%	2.2µM*	8%	-14%	-8%	16%
Cc1cccc(NC(=S)N(Cc2ccc(Cl)cc2)Cc2ccc(C(=O)O)cc2)c1	·	?	4%	-2%	i	·	7%	-4%
Cc1ccccc1Nc1nc(N)nc(COC(=O)c2ccc(O)cc2)n1	-7%	9%	1%	-25%	-2%	16%	7%	-4%
CC(=O)Oc1cc2c(cc1Cl)C(c1cccs1)CC1(CC(C)(C)NC(=S)N1)O2 (stereo not drawn)	?	1%	2%	14%	-4%	·	-4%	-22%
CCCC(C(=O)NC1CCCCC1)N(Cc1ccco1)C(=O)CNS(=O)(=O)c1ccccc1 (stereo not drawn)	0%	10µM*	-2%	-2%	-9%	15%	3%	2%
Cc1cccc(-c2nc3ccccc3c(=O)n2NC(=O)c2cccs2)c1	-10%	-3%	0%	2%	-6%	-17%	-8%	6%
Cc1ccc(CN2CCN(/N=C/c3ccc(C(F)(F)F)cc3)CC2)cc1	-8%	-7%	-5%	-2%	-7%	-29%	-6%	0%

Limited to ALDH1A1 inh, for some of the entries so far:
compound	ALDH1A1 inh
CC(=O)Oc1cc2c(cc1Cl)C(c1cccs1)CC1(CC(C)(C)NC(=S)N1)O2 (stereo not drawn)	1%
CCCC(C(=O)NC1CCCCC1)N(Cc1ccco1)C(=O)CNS(=O)(=O)c1ccccc1 (stereo not drawn)	10µM*

Going on with the list.
SMILES	LMNA splice mod	ALDH1A1 inh	TR SRC2 fluor cs	GoLoco inh red	RECQ1 inh	SMN2 splice up	KDM4E inh	TRb SRC2 PPI
COc1ccc(N=C2NC(=O)S/C2=C\c2ccc(N(C)C)cc2)cc1	-4%	-8%	50µM*[fluorescent]	-96%	-13%	?	2%	32µM*
COc1ccc(-c2[nH]ncc2CN2CCN(Cc3cccs3)CC2)cc1F	·	?	-1%	11%	-2%	-18%	-36%	7%
CCOc1ccc(-c2nn[nH]n2)cc1OCC	-4%	3%	1%	-3%	2%	3%	-3%	-17%
CCOC(=O)C(=O)N/N=C/c1ccco1	·	·	-2%	-2%	i	·	8%	2%
COc1cc2c(cc1NC(=O)COC(=O)C1CC(=O)N(Cc3ccco3)C1)oc1ccccc12 (stereo not drawn)	15%	?	0%	12%	15%	15%	?	1%
Cc1ccc2cc(CN(C(=O)c3ccco3)c3ccccc3C)c(=O)[nH]c2c1	?	4.5µM*	0%	-1%	i	-6%	?	-5%
CC(C)(C)OC(=O)NCc1n[nH]c(=S)n1C1CC1	·	·	-4%	-7%	-2%	·	-2%	6%
CC(=O)C1C(=O)c2c(cccc2[N+](=O)[O-])C1=Nc1cccc(Cl)c1 (stereo not drawn)	·	·	-13%	3%	?	·	-9%	7%
CO[C@@H]1O[C@@H]2COC(c3ccccc3)O[C@@H]2[C@@H](OC)[C@@H]1O (stereo partly drawn)	-4%	-10%	1%	10%	-4%	11%	-9%	2%
CC(C)(C)n1nc2c(c1NC(=O)c1ccccc1)CS(=O)(=O)C2	·	-6%	1%	-8%	4%	-2%	-1%	-5%
COc1ccc(/C=C/C(=O)N(C)C2CCS(=O)(=O)C2)cc1OC (stereo not drawn)	5%	?	1%	7%	2%	?	5%	-9%
CC(=O)Nc1ccc2c(c1)nc(CCN1CCN(C)CC1)n2C	-10%	4%	-1%	0%	-11%	7%	-18%	-6%
COc1ccc(S(=O)(=O)N(CCc2ccccc2)CC(=O)O)cc1Cl	5%	-4%	-3%	0%	-9%	16%	1%	-17%
COC(=O)c1ccc(NCN2C(=O)C3C4CCC(C4)C3C2=O)cc1 (stereo not drawn)	·	-4%	-2%	-4%	6%	5%	2%	-6%
Cc1cc(Nc2cccc(O)c2)c2ccccc2n1	-19%[46 µM]	-1%	-1%	3%	i	-21%	-2%	-2%
Cc1cccc(NC(=O)C(Cc2ccccc2)n2cccc2)c1 (stereo not drawn)	·	·	0%	0%	-1%	·	-6%	-7%
O=C(c1ccc(F)cc1)N1CCN(c2cnn(-c3ccccc3)c(=O)c2Cl)CC1	-10%[46 µM]	?	-4%	5%	6%	-26%	-6%	-4%
O=C1CCC(C(=O)Nc2cccc(C(F)(F)F)c2)N1 (stereo not drawn)	1%	-1%	-3%	8%	-1%	22%	-2%	3%
OCCC1CN(Cc2cnc(N3CCCC3)s2)CCN1C1CCCC1 (stereo not drawn)	8%[46 µM]	-6%	-1%	4%	-6%	·	4%	-4%
COC(=O)[C@@H]1C[C@@]2(O)[C@H](O)[C@H](O)[C@H](O)C[C@H]2N1Cc1cc(OC)cc(OC)c1	·	8%	2%&-2%	-4%&1%	-7%&-7%	-6%	?	7%&-3%
c1ccc(CNc2nc3ccccc3n2CCN2CCOCC2)nc1	6%	?	0%	-23%	-12%	11%	?	-7%
COc1ccc(C2NC(=S)NC3=C2N2CCC3CC2)cc1 (stereo not drawn)	·	·	-2%	2%	-6%	·	-4%	-11%
O=C(CNC(=O)C1CCCCC1)Nc1ccc(F)c(Cl)c1	?	?	5%	6%	-8%	18µM*	7%	7%
FC(F)(F)c1cc(-c2cccs2)nc2ncnn12	·	?	-1%[53 µM]	4%	i	·	?	5%[53 µM]
Cc1ccccc1NC(=O)C1CC(=O)N(c2ccc3c4c(cccc24)CC3)C1 (stereo not drawn)	5%	?	1%	-2%	-12%	5%	-3%	3%
CCOC(=O)N1CCC(c2nc3ccccc3[nH]2)CC1	19%	-3%	-3%	8%	-5%	0%	0%	0%
Cc1cccc(OCCCC(=O)NC(C)c2ccccc2)c1 (stereo not drawn)	12%	-3%	-3%	2%	-3%	-4%	4%	-1%
NC(=O)c1nn(-c2ccccc2)nc1N	16%	?	-1%	4%	4%	3%	?	8%
N/C(Cn1nnc(-c2ccccc2)n1)=N\O	-7%	20%	-1%	3%	-10%	4%	1%	0%
O=C(NCCSCc1ccco1)Nc1cccc(Cl)c1	?	?	2%	3%	?	?	-2%	4%
COC(=O)N/N=C/c1cccc([N+](=O)[O-])c1	·	·	-2%	3%	-12%	·	-5%	1%
CC(=O)c1cccc(NC(=O)COC(=O)c2cccs2)c1	?	14µM*	-1%	0%	-3%	2%	8%	-8%

Screening data: PubChem, National Center for Advancing Translational Sciences (NCATS)
